SENP7 inh – SENP7 protease inhibitors, primary screen, biochemical, luminescence, uHTS. Sentrin-specific protease 7 (Homo sapiens), Q9BQF6. recombinant SENP7, Z-RLRGG-aminoluciferin luminescence, 40 min. inhibition, % at 5 µM. 1.5% of 330,000 active;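 active = inhibition above about 50% at the single test dose, limit read from the data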;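 also: plate controls were DMSO with enzyme for no effect and no enzyme buffer wells for full effect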
Target sequence (Q9BQF6 706-1050 limits assumed): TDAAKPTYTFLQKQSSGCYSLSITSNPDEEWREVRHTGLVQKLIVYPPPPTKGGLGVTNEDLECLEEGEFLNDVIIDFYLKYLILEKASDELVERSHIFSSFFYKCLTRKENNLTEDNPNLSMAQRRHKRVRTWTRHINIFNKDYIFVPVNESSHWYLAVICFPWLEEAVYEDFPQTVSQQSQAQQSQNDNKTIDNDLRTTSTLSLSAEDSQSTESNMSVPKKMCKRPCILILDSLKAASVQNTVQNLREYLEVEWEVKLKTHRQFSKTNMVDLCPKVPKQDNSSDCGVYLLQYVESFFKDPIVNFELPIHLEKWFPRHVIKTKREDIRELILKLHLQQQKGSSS
SENP8 block-1 – human SENP8 protease inhibitors, primary screen, biochemical, fluorescence, Nedd8 protein substrate, uHTS | AID 602440, 2012 | 0.64% of 360,000 active | inhibition, % at 20 µM | recombinant SENP8; in the data active = inhibition mostly above about 40%, no sharp cut-off; inactive = mostly below about 27%
Target sequence (Q96LD8 whole entry, looked up): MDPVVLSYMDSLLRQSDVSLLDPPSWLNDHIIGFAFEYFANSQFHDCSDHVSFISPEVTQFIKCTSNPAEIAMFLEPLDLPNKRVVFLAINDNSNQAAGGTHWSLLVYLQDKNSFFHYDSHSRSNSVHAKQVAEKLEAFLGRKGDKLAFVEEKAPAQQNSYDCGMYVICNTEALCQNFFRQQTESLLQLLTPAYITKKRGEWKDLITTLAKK
UBC13 polyUb – UBC13 polyubiquitin chain formation inhibitors, primary screen, biochemical, TR-FRET, uHTS; 0.47% of 330,000 active; inhibition, % at 20 µM; Ubiquitin-conjugating enzyme E2 N (Homo sapiens), P61088; AID 485273, 2010; in the data active = inhibition above about 45%, passing the limit was not always enough
Target sequence (P61088 whole entry, looked up): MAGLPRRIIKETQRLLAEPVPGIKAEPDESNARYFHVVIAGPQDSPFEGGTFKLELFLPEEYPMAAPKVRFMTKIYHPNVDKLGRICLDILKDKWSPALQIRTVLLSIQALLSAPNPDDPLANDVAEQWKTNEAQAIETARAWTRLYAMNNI
APOBEC3G inh – APOBEC3G DNA deaminase inhibitors, primary screen, biochemical, fluorescence, single-stranded DNA substrate, uHTS; recombinant A3G, ssDNA deamination FAM/TAMRA fluorescence; DNA dC->dU-editing enzyme APOBEC-3G (Homo sapiens), Q9HC16; inhibition, % at 20 µM; 0.28% of 330,000 active;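 active = inhibition of at least 40% at 20 µM, with no more than 30% in the related APOBEC3A deaminase screen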;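 also: plate controls were DMSO wells with A3G for no effect and wells lacking A3G enzyme for full effect; some compounds called inactive have numbers as strong as hits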
Target sequence (Q9HC16 whole entry, looked up): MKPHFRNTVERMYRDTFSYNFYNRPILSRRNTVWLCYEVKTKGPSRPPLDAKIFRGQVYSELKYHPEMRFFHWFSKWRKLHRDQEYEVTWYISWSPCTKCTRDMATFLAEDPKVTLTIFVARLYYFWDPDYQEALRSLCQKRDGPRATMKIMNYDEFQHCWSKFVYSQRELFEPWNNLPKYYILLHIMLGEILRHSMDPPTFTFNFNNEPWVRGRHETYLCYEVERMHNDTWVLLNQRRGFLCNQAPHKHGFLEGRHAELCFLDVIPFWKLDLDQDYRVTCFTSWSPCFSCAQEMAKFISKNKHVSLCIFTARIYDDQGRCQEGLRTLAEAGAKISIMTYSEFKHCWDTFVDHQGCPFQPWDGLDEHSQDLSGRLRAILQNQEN
SENP6 inh – SENP6 protease inhibitors, primary screen, biochemical, luminescence, uHTS; Sentrin-specific protease 6 (Homo sapiens), Q9GZR1; Recombinant SENP6 catalytic domain, aminoluciferin luminescence; inhibition, % at 10 µM; 1.8% of 330,000 active; AID 2599, 2010;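 active = inhibition above about 50% at the single tested dose, limit read from the data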;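 also: plate controls were DMSO wells with enzyme for no effect and DMSO wells lacking enzyme for full effect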
SENP8 block-2 – SENP8 protease inhibitors, primary screen, biochemical, luminescence; Sentrin-specific protease 8 (Homo sapiens), Q96LD8; purified SENP8, Z-RLRGG-aminoluciferin cleavage; inhibition, % at 10 µM; 1.2% of 330,000 active; AID 2540, 2010; in the data active = inhibition above about 50%
SENP1 FRET inh – human SENP1 catalytic domain inhibitors, primary screen, biochemical, FRET, uHTS | 0.21% of 360,000 active | inhibition, % at 10 µM | Sentrin-specific protease 1 (Homo sapiens), Q9P0U3 | recombinant SENP1 catalytic domain, CyPet-SUMO1-YPet FRET cleavage;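 active = inhibition at least 30% at 10 µM, raw YFP signal under a set limit, fluorescence ratio 0.5 to 1.5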;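 also: 0% = enzyme with DMSO and 100% = no enzyme wells; some results filed as inactive read as strong as hits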
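Assay system – human recombinant His6-tagged SENP1 catalytic domain enzyme · Input – SENP1 enzyme, 20 pM final · Buffer or medium – Tris pH 8 buffer plus EDTA, NaCl, BME, BSA, NP40, catalase · Schedule – 50 min reaction at room temperature · Technique – FRET read of cyan and yellow fluorescence · Control set – no-enzyme wells low, DMSO-plus-enzyme wells high control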
Apaf1 inhib – inhibitors of human Apaf-1 apoptosome, primary screen, biochemical, DEVD-Rh110 fluorescence, uHTS. reconstituted apoptosome caspase-3 activity. 0.71% of 330,000 active. inhibition, % at 20 µM. AID 489030, 2010. Apoptotic protease-activating factor 1 (Homo sapiens), O14727; active = inhibition of at least 40% at 20 µM;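 also: plate controls were DMSO wells for no effect and DEVD-CHO caspase inhibitor wells for full effect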
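detection = Rh110 fluorescence intensity | test system = biochemical Apaf-1 apoptosome reconstitution | also added = cytochrome c and DEVD-Rh110 substrate | schedule = 30 min plus 50 min, RT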
Numbers without * were called inactive; · = no result given. The order is random; 3.6% or so of the library scored in one or more.

Molecule	SENP7 inh	Apaf1 inhib	APOBEC3G inh	UBC13 polyUb	SENP6 inh	SENP1 FRET inh	SENP8 block-2	SENP8 block-1
COc1ccc(C(=O)NNC2=NC(C)(C)Cc3cc(C)c(C)cc32)cc1	-5.4	-2.7	-5.4	4.7	-16.4	2.4	-2.4	9.6
O=C(NCCc1ccc(Cl)cc1)c1nnc(Cc2ccc(Cl)cc2)o1	10.2	2.7	-9.9	-4.5	-10.5	1.7	-11.1	15.4
CC(c1ccccc1)N1CC(C(=O)N2CCN(Cc3ccc(C#N)cc3)CC2)CC1=O (stereo not drawn)	-1.7	-0.3	-14.2	-0.8	-7.0	1.2	6.8	7.7
CNC(=O)CSc1cn(CC(=O)N(C(C)C)C(C)C)c2ccccc12	-6.6	5.6	6.6	-10.8	8.2	2.1	-7.9	9.4
O=C(O)C1CCCCC1C(=O)Nc1ccc(Cl)cc1Cl (stereo not drawn)	-0.5	-20.8	0.3	8.9	-1.6	0.3	0.9	-4.6
O=C(/C=C/c1ccco1)Nc1cccnc1Cl	54.2*	-13.2	-6.8	-11.1	58.3*	-8.4	47.9	-2.4
CNC(=O)c1ccc(NC(=O)c2cc(S(=O)(=O)N3CCOCC3)ccc2N2CCCC2)cc1	-2.4	-5.9	-8.1	4.7	-3.6	2.0	-2.9	-8.6
Cc1cc(C)cc(N2C(=O)CC(n3ccnc3)C2=O)c1 (stereo not drawn)	7.2	-4.1	-1.8	-7.5	10.3	2.2	-5.8	11.8

More compounds follow:
Molecule	SENP7 inh	Apaf1 inhib	APOBEC3G inh	UBC13 polyUb	SENP6 inh	SENP1 FRET inh	SENP8 block-2	SENP8 block-1
COC(=O)c1ccccc1NC(=O)NN1CCN(C)CC1	-3.2	7.7	-2.0	3.9	-16.3	-0.8	-6.9	-8.1
Cc1oc2c(CN3CCOCC3)c(O)ccc2c(=O)c1-c1ccc(Br)cc1	-9.1	4.0	-2.1	10.7	-28.2	-2.1	-1.8	-282.2
O=C(O)c1ccc(-n2nnnc2SCc2ccccc2F)cc1	7.7	1.9	0.2	-0.1	7.4	1.4	-5.7	-0.2
COc1ccc2nc3c(nc2c1)CCCC3	-11.0	11.4	-10.0	-13.9	-6.4	-0.7	-18.2	-301.1
Cc1nn2c(NCCCN(C)C)c3c(nc2c1-c1ccccc1)CCC3	-10.2	0.2	-2.3	16.6	-11.4	2.1	-11.0	-88.7
CCN(CC)CCN(C(=O)c1ccccc1OC)c1nc2ccc(F)cc2s1	3.5	-4.0	-1.8	3.4	-10.8	-2.2	0.2	6.9
COc1ccc(CCNS(=O)(=O)c2ccc(OC)cc2)cc1	2.2	7.5	-0.8	5.0	-0.9	0.3	0.3	9.6
Cc1ccc(S(=O)(=O)NNC(=O)c2sc(=S)n(C)c2C)cc1	-1.2	-10.2	1.2	-10.9	-3.6	-0.2	0.5	19.5

More structures follow.
Molecule	SENP7 inh	Apaf1 inhib	APOBEC3G inh	UBC13 polyUb	SENP6 inh	SENP1 FRET inh	SENP8 block-2	SENP8 block-1
CCOC(=O)c1c(/N=C/C2=C(O)CC(C)(C)CC2=O)sc(C(C)=O)c1C	9.9	-9.7	-6.6	15.7	2.5	-22.8	0.7	-61.5
CC(C(=O)O)c1ccc(CC2CCCC2=O)cc1 (stereo not drawn)	5.9	-12.3	-2.2	3.3	5.5	0.5	7.7	4.2
CCOC(=O)CCCSc1nc2sc(C)c(C)c2c(=O)[nH]1	-4.9	8.7	-1.4	6.4	-21.9	3.5	-10.0	20.7
O=C(CN1C(=O)NC2(CCc3ccccc32)C1=O)c1ccc(Cl)cc1 (stereo not drawn)	0.3	12.9	-11.6	1.1	1.6	-0.6	-2.7	4.0
O=C(OCC(=O)N1CCCC1)c1ccccc1OCc1ccccc1	12.6	2.2	6.1	0.6	-4.3	2.3	3.9	3.9
Clc1ccc(SCc2cn3cccnc3n2)cc1	-2.1	-9.6	-4.0	1.2	-10.8	-2.3	5.9	-267.9
Cc1ccc(-c2c(C)sc3nc[nH]c(=O)c23)cc1C	-20.0	12.3	-1.0	-5.8	-20.6	-6.7	-12.0	0.7
COc1ccc(C(CCO)NC(=O)c2cccs2)cc1OC (stereo not drawn)	2.8	-1.6	1.8	-5.1	23.5	2.4	0.1	9.1

Continued.
Molecule	SENP7 inh	Apaf1 inhib	APOBEC3G inh	UBC13 polyUb	SENP6 inh	SENP1 FRET inh	SENP8 block-2	SENP8 block-1
Cc1ccccc1-n1ccnc1SCC(=O)Nc1cccc(S(=O)(=O)NC2=NCCC2)c1	0.4	-2.5	-6.3	8.7	12.8	0.2	8.4	6.0
COC(=O)CCC(NC(=O)c1cc(-c2ccc3c(c2)OCCO3)oc1C)C(=O)OC (stereo not drawn)	2.6	13.9	0.8	-7.3	-10.2	-0.9	0.2	-14.2
O=C1COc2ccc(S(=O)(=O)NCc3ccccc3)cc2N1	-5.1	5.9	-6.8	1.5	-6.2	0.9	-7.4	3.6
Cc1cccnc1NC(=O)c1ccc(S(=O)(=O)N2CC(C)OC(C)C2)cc1 (stereo not drawn)	6.3	-4.8	-13.9	21.8	-7.6	0.8	-0.9	10.9
Cn1cccc1C(=O)NS(=O)(=O)c1ccccc1Cl	-0.1	-14.9	-4.8	15.1	4.3	3.3	3.4	15.0
COc1ccc(CN(C(=O)c2ccc(C)cc2)C2CCS(=O)(=O)C2)cc1 (stereo not drawn)	-3.7	1.2	-3.5	3.1	4.9	2.4	-3.2	0.5
O=c1nc2c(-c3ccccc3F)n[nH]n2c2ccccc12	90.0*	0.2	-3.9	15.5	85.3*	-79.8	90.2*	-271.6
Cc1ccc2[nH]c(=O)c3cc(C(=O)N(C)C4CCCCC4)sc3c2c1	-13.1	29.6	-6.6	2.7	7.2	-3.1	-11.7	-314.9

The results go on.
Molecule	SENP7 inh	Apaf1 inhib	APOBEC3G inh	UBC13 polyUb	SENP6 inh	SENP1 FRET inh	SENP8 block-2	SENP8 block-1
C=CCNC(=O)Nc1ccc(F)cc1F	2.2	-15.5	-6.1	-1.2	-11.8	1.3	-5.7	15.4
Cc1nc(-c2ccc(S(=O)(=O)Nc3ccc(Br)cc3Cl)s2)cs1	5.2	2.4	-4.9	0.8	3.5	0.6	-4.9	7.3
COc1ccc(OC)c(CN2C(=O)CCC2(C)C(=O)NC2CCCCCC2)c1 (stereo not drawn)	3.7	-11.4	-6.7	-3.2	11.8	0.7	8.5	12.3
Cc1cc(C)nc(NN2C(=O)/C(=C/c3ccc(O)cc3)SC2=S)n1	4.6	3.8	3.3	-107.5	4.4	67.4	-2.1	19.9
CCCN1C(=O)N(c2cccc(C)c2)C(C)(O)CC1(C)C (stereo not drawn)	13.6	-11.0	-4.7	-1.9	-22.1	0.8	-9.0	16.7
O=S(=O)(c1ccc2ccccc2c1)N1CCC(c2nc(-c3ccncc3)no2)CC1	4.4	20.7	-2.2	0.8	-21.7	0.3	0.2	8.1
O=C1NC2(CCCCC2)C(=O)N1CCS(=O)(=O)Oc1ccccc1	-7.8	8.0	-8.7	-2.6	-9.6	-1.4	-4.6	14.7
Cc1ccc(NC(=O)CN(C)C(=O)COC(=O)c2oc3ccccc3c2C)cc1	-4.1	4.7	-8.9	17.9	-7.3	0.3	2.0	9.2

With a hit mark in SENP7 inh, among the entries above:
Structure,SENP7 inh,APOBEC3G inh,UBC13 polyUb,SENP6 inh,SENP1 FRET inh,SENP8 block-1
O=C(/C=C/c1ccco1)Nc1cccnc1Cl,54.2*,-6.8,-11.1,58.3*,-8.4,-2.4
O=c1nc2c(-c3ccccc3F)n[nH]n2c2ccccc12,90.0*,-3.9,15.5,85.3*,-79.8,-271.6

More results:
Molecule	SENP7 inh	Apaf1 inhib	APOBEC3G inh	UBC13 polyUb	SENP6 inh	SENP1 FRET inh	SENP8 block-2	SENP8 block-1
Cc1nccn1CCCN1C(=O)CNC1=S	2.5	0.2	-3.1	-11.2	-6.8	2.2	2.7	15.9
CCOC(=O)C1CCN(C(=O)c2cn(CCOC)c(=O)c3c2c2ccccc2n3C)CC1	-2.3	-10.1	-8.6	15.1	9.0	-4.9	4.2	-287.4
COc1ccc(-c2nc(CSCC(=O)N3CCc4ccccc4C3)c(C)o2)cc1OC	1.4	6.9	-5.0	9.7	8.1	-18.9	-3.4	-33.2
CCn1nnnc1SCC(=O)N1c2ccccc2Sc2ccccc21	-10.1	10.9	-0.9	0.2	4.8	2.4	-1.4	18.8
CCn1c(CNc2ccc(Cl)cc2)nnc1SCc1ccc(Cl)cc1	-0.3	20.1	-5.2	5.7	-20.9	-3.0	-6.5	12.2
CCCC(C)C(=O)Nc1ccccc1C(=O)OCC (stereo not drawn)	1.0	3.5	-11.1	2.1	4.5	3.7	-7.9	-8.6
O=[N+]([O-])c1cccnc1NCCc1ccccc1	88.0*	4.1	-8.6	-5.2	94.9*	0.3	80.9*	9.7
COc1cc(C)c(C(C)C)cc1S(=O)(=O)N1CCN(C)CC1	-4.1	-9.9	-3.9	0.0	-0.5	1.9	1.7	12.6

(list continues)
Molecule	SENP7 inh	Apaf1 inhib	APOBEC3G inh	UBC13 polyUb	SENP6 inh	SENP1 FRET inh	SENP8 block-2	SENP8 block-1
Cc1ccc(S(=O)(=O)CCC(=O)Oc2ccc(-c3nnco3)cc2)cc1	-1.1	-0.4	-7.0	5.8	-11.1	-0.1	12.4	5.8
CCN1/C(=C/c2ccc3ccccc3[n+]2CC)C=Cc2ccccc21	7.7	40.7*	19.3	-432.0	-1.6	63.1*	11.5	42.3*
O=C(CSc1n[nH]c(-c2cccs2)n1)N1CCCc2ccccc21	4.6	-3.2	-0.1	-10.7	16.3	-1.2	-0.2	6.0
CCCCCCSc1ccc([C@@H]2[C@@H]3C(=O)N(C)C(=O)[C@@H]3[C@]3(C(=O)OC)CCCCN23)cc1	1.0	27.9	5.5	3.9	8.4	1.9	4.3	3.6
CCN(C(=O)CN1CCN(c2cccc(C(F)(F)F)c2)CC1)c1c(N)n(Cc2ccccc2)c(=O)[nH]c1=O	1.9	-8.9	-6.6	1.1	6.5	0.5	9.3	19.4
N#Cc1ccc(C23CC4(C2)[C@H](CN(Cc2ccc(C(F)(F)F)cc2)[C@@H]4c2ccccc2)C3c2ccc(Cl)nc2)cc1 (stereo partly drawn)	8.6	16.4	-0.4	6.1	-10.3	·	0.7	·
COC(=O)NC(=S)Nc1ccc(Oc2ccc(Cl)cc2)c(Cl)c1	-3.6	-1.2	-1.5	3.5	-4.8	0.6	-0.8	15.6
O=C(O)c1ccc2oc(=O)c(S(=O)(=O)c3ccc(F)cc3)cc2c1	-4.8	7.8	-6.6	-4.2	7.4	-11.1	-6.4	1.6
COc1ccc(S(=O)(=O)NC2(C(F)(F)F)NC(=O)N(CCc3ccccc3)C2=O)cc1 (stereo not drawn)	-5.1	5.5	0.8	0.6	-18.9	2.0	3.9	-0.2
CCOC(=O)Cn1c(=O)oc2cc(S(=O)(=O)N3CCCC(C)C3)ccc21 (stereo not drawn)	-0.6	5.1	0.8	-9.2	-3.0	4.6	4.0	1.7

Entries shown so far with bromine, in the order listed:
Molecule	SENP7 inh	Apaf1 inhib	APOBEC3G inh	UBC13 polyUb	SENP6 inh	SENP1 FRET inh	SENP8 block-2	SENP8 block-1
Cc1oc2c(CN3CCOCC3)c(O)ccc2c(=O)c1-c1ccc(Br)cc1	-9.1	4.0	-2.1	10.7	-28.2	-2.1	-1.8	-282.2
Cc1nc(-c2ccc(S(=O)(=O)Nc3ccc(Br)cc3Cl)s2)cs1	5.2	2.4	-4.9	0.8	3.5	0.6	-4.9	7.3

Assay outcomes as filed in PubChem.
